Screening data (PubChem)
BioA inh: BioA (M. tuberculosis) enzyme inhibition. 360,000 tested, 0.096% active. AID 602481. purified M. tuberculosis BioA enzyme, plate reader. inhibition, % at 9.99 µM; in the data active means inhibition above about 40%
* = called active by the depositor. This is a subset (hit frequency here may not be typical).

SMILES	BioA inh
C[C@@H]1CN([C@@H](C)CO)C(=O)c2cccc(NS(=O)(=O)c3ccccc3)c2O[C@H]1CN(C)S(=O)(=O)c1ccc(Cl)cc1	-2.6
O=C([C@H]1[C@H](CO)[C@H]2Cn3c(ccc(C4=CCCCC4)c3=O)[C@@H]1N2Cc1nccs1)N1CCOCC1	-0.2
COc1ccc(S(=O)(=O)N(C)C[C@@H]2Oc3ncc(-c4cccc(OC)c4)cc3C(=O)N([C@H](C)CO)C[C@@H]2C)cc1	-6.4
C[C@@H]1CN([C@H](C)CO)C(=O)c2cc(-c3ccccc3)cnc2O[C@@H]1CN(C)C(=O)Cc1cccnc1	-1.1
CCN1[C@@H]2Cn3c(ccc(-c4cccc(C(=O)N(C)C)c4)c3=O)[C@H]1[C@@H](C(=O)OC)[C@@H]2CO	-1.8
CN1c2ccc(Br)cc2[C@H]2[C@H](CCN2C(=O)CN2CCOCC2)[C@H]1CO	2.7
COc1ccccc1-c1ccc([C@H]2[C@@H](CO)N3CCCCN(C(=O)c4cccnc4)C[C@@H]23)cc1	3.7
CN1CCCCN2[C@H](CO)[C@@H](c3ccc(-c4ccccc4)cc3)[C@H]2C1	1.2
CN(C)C(=O)C[C@@H]1C[C@H]2c3cc(NC(=O)Nc4ccc(C(F)(F)F)cc4)ccc3O[C@H]2[C@@H](CO)O1	1.3
CC(=O)N1[C@@H]2c3cccc(=O)n3C[C@@H]2[C@@H](CO)[C@@H]1C(=O)NCc1ccc(F)cc1	0.3
O=C(NCC1CC1)[C@H]1N[C@H]2c3ccc(C4=CCCCC4)c(=O)n3C[C@H]2[C@@H]1CO	-2.4
COc1ccc(OC(=O)N(C)C[C@H]2OCc3ccccc3-c3ccccc3C(=O)N([C@H](C)CO)C[C@@H]2C)cc1	1.1
COCC#Cc1ccc2c(c1)O[C@@H](CN(C)C(=O)NC(C)C)[C@@H](C)CN([C@H](C)CO)S2(=O)=O	-0.6
Cc1ccc(S(=O)(=O)N(C)C[C@H]2Oc3ccc(NC(=O)CCN4CCOCC4)cc3CC(=O)N([C@@H](C)CO)C[C@@H]2C)cc1	-5.1
NCC[C@H]1CC[C@@H](NC(=O)Nc2ccc(F)cc2)[C@@H](CO)O1	-1.7
CCNC(=O)C[C@H]1CC[C@H]2[C@@H](COC[C@H](O)CN2C(=O)C2CC2)O1	-1.4
C[C@H]1CN([C@@H](C)CO)C(=O)c2cc(C#Cc3ccc(F)cc3)cnc2O[C@H]1CN(C)S(C)(=O)=O	1.0
COC(=O)C[C@H]1C[C@H]2c3cc(NC(=O)c4ccc5c(c4)OCO5)ccc3O[C@H]2[C@H](CO)O1	1.3
C[C@@H]1CN([C@H](C)CO)C(=O)Cc2cc(NC(=O)NC3CCCCC3)ccc2O[C@H]1CN(C)S(=O)(=O)c1cccs1	-1.6
CNC[C@H]1Oc2cc(C#CC(C)C)ccc2S(=O)(=O)N([C@@H](C)CO)C[C@@H]1C	-2.3
C[C@H]1CN([C@@H](C)CO)C(=O)c2cc(/C=C/c3ccccc3)cnc2O[C@@H]1CN(C)S(=O)(=O)c1ccccc1	0.0
CCCN(C)C[C@H]1Oc2ncc(C#CCC(C)C)cc2C(=O)N([C@@H](C)CO)C[C@@H]1C	-0.8
COc1ccccc1C(=O)Nc1ccc2c(c1)C(=O)N(C)[C@H]1CC[C@H](CC(=O)NCc3ccc(Cl)c(Cl)c3)O[C@H]1CO2	0.0
O=C(Nc1ccc2c(c1)OCO2)N[C@H]1CC[C@H](CCNC(=O)C2CC2)O[C@@H]1CO	0.3
CCCC#Cc1cnc2c(c1)C(=O)N([C@@H](C)CO)C[C@@H](C)[C@@H](CN(C)Cc1cccnc1)O2	-3.4
CCC(=O)Nc1ccc2c(c1)C(=O)N(C)[C@@H]1CC[C@H](CC(=O)Nc3cccc(OC)c3)O[C@H]1CO2	10.8
COC(=O)C[C@H]1CC[C@@H]2[C@@H](COc3ccc(NC(=O)c4ccc(F)c(F)c4)cc3C(=O)N2C)O1	5.1
CC(C)NC(=O)Nc1ccc2c(c1)CC(=O)N([C@H](C)CO)C[C@H](C)[C@@H](CN(C)Cc1ccccc1)O2	-0.1
CCS(=O)(=O)Nc1ccc2c(c1)C(=O)N(C)[C@H]1CC[C@@H](CC(=O)NCc3ccccc3F)O[C@H]1CO2	-0.7
CNC[C@@H]1Oc2ccc(NC(=O)CCCN(C)C)cc2C(=O)N([C@H](C)CO)C[C@H]1C	-1.4
C[C@@H]1CN([C@H](C)CO)C(=O)c2c(c3ccccc3n2C)-c2ccccc2CO[C@H]1CN(C)CC1CC1	-2.6
C[C@H]1CN([C@@H](C)CO)S(=O)(=O)c2ccc(-c3cccc(F)c3)cc2O[C@H]1CN(C)C(=O)Nc1cc(F)ccc1F	-1.5
COC(=O)[C@@H]1[C@@H](CO)[C@@H]2Cn3c(ccc(/C=C/c4ccccc4)c3=O)[C@H]1N2CC1CCCC1	0.4
C[C@@H]1CN([C@@H](C)CO)C(=O)CCCn2cc(nn2)CO[C@@H]1CN(C)S(=O)(=O)c1ccccc1	-0.1
C[C@H](CO)N1C[C@H](C)[C@H](CN(C)S(=O)(=O)c2ccc(C#N)cc2)OCc2ccccc2-c2c(n(C)c3ccccc23)C1=O	-1.8
Cc1ccc(S(=O)(=O)Nc2ccc3c(c2)C(=O)N([C@H](C)CO)C[C@H](C)[C@H](CN(C)C(=O)Nc2ccc(F)cc2)OCCCC[C@H](C)O3)cc1	0.9
O=C(Nc1ccc(-c2ccccc2)cc1)[C@@H]1[C@@H](CO)[C@@H]2Cn3c(cccc3=O)[C@H]1N2Cc1ccncc1	-1.1
C[C@H]1CN([C@@H](C)CO)C(=O)c2cccc(NS(=O)(=O)c3cn(C)cn3)c2O[C@@H]1CN(C)C(=O)Nc1ccc(C(F)(F)F)cc1	-1.4
C[C@H]1CCCCO[C@H](CN(C)C(=O)c2ccccc2)[C@@H](C)CN([C@@H](C)CO)C(=O)c2cc(NC(=O)Nc3ccc4c(c3)OCO4)ccc2O1	-5.5
CO[C@@H]1CN(C)C(=O)c2ccc(NC(=O)C3CC3)cc2OC[C@H](C)N(Cc2cccnc2)C[C@@H]1C	3.2
CCC(=O)N[C@H]1CC[C@H](CC(=O)NCCN2CCCCC2)O[C@@H]1CO	-3.7
CCCN(C)C[C@H]1OCCCC[C@H](C)Oc2ccc(NS(=O)(=O)c3ccc(F)cc3)cc2C(=O)N([C@@H](C)CO)C[C@H]1C	1.2
CCNC(=O)Nc1ccc2c(c1)C(=O)N(C)[C@@H]1CC[C@H](CC(=O)NCC3CC3)O[C@H]1CO2	-1.1
C[C@H](O)C#Cc1ccc([C@H]2[C@H](CO)N3CCCCN(C(=O)c4ccc(F)cc4)C[C@@H]23)cc1	1.0
COc1ccc(S(=O)(=O)Nc2ccc3c(c2)[C@H]2C[C@@H](CC(=O)NCC4CC4)O[C@H](CO)[C@H]2O3)cc1	-2.0
O=C(C[C@H]1C=C[C@@H](NC(=O)Nc2ccc(F)cc2)[C@@H](CO)O1)NCCN1CCCC1	-0.9
CC(C)NC(=O)Nc1ccc2c(c1)C(=O)N([C@@H](C)CO)C[C@@H](C)[C@@H](CN(C)C(=O)Nc1cccc3ccccc13)OCCCC[C@@H](C)O2	-1.4
Cc1ccccc1-c1ccc2c(c1)O[C@H](CN(C)C(=O)C1CC1)[C@H](C)CN([C@H](C)CO)S2(=O)=O	6.0
CCC(=O)N(C)C[C@@H]1Oc2ncc(-c3cccc(OC)c3)cc2C(=O)N([C@H](C)CO)C[C@@H]1C	4.1
C[C@@H]1CN([C@@H](C)CO)C(=O)Cc2cc(NS(=O)(=O)c3cn(C)cn3)ccc2O[C@H]1CN(C)C(=O)Nc1ccccc1	-0.6

More compounds.
SMILES	BioA inh
C[C@H]1CN([C@@H](C)CO)C(=O)c2cc(C#Cc3cccnc3)cnc2O[C@@H]1CN(C)C(=O)CC1CC1	9.3
N#Cc1cccc(-c2ccc([C@H]3[C@@H](CO)N4CCCCN(C(=O)Cc5ccncc5)C[C@@H]34)cc2)c1	0.9
C[C@@H]1CCCCO[C@@H](CN(C)C)[C@H](C)CN([C@H](C)CO)C(=O)c2cc(N(C)C)ccc2O1	-0.5
C[C@@H]1CN([C@@H](C)CO)C(=O)c2cc(Br)cnc2O[C@@H]1CN(C)Cc1cccc(F)c1	-1.4
COc1cccc(S(=O)(=O)N(C)C[C@H]2Oc3cc(C#CCN(C)C)ccc3S(=O)(=O)N([C@@H](C)CO)C[C@@H]2C)c1	-2.2
CNC[C@@H]1Oc2cc(C#Cc3ccccc3F)ccc2S(=O)(=O)N([C@H](C)CO)C[C@H]1C	3.7
COc1ccc(NC(=O)Nc2ccc3c(c2)CC(=O)N([C@@H](C)CO)C[C@@H](C)[C@H](CN(C)S(=O)(=O)c2cn(C)cn2)O3)cc1	0.0
CCCNC(=O)N1[C@H](CO)[C@@H]2c3ccccc3N(C(=O)Nc3ccc(F)cc3)C[C@@H]21	-0.6
Cc1ccc(-c2cnc3c(c2)C(=O)N([C@H](C)CO)C[C@H](C)[C@@H](CN(C)CC2CCCC2)O3)cc1	1.0
CC(C)CC#Cc1ccc2c(c1)O[C@@H](CN(C)CC1CCOCC1)[C@H](C)CN([C@@H](C)CO)S2(=O)=O	-0.4
C[C@H]1CN([C@@H](C)CO)C(=O)Cc2cc(NC(=O)c3ccncc3)ccc2O[C@@H]1CN(C)Cc1ccc2c(c1)OCO2	4.8
Cc1ccc(S(=O)(=O)N[C@@H]2CC[C@H](CC(=O)NCCc3ccncc3)O[C@H]2CO)cc1	1.0
CC(=O)N(C)C[C@@H]1Oc2cc(C#Cc3ccccc3F)ccc2S(=O)(=O)N([C@H](C)CO)C[C@@H]1C	2.7
C[C@H](CO)N1C[C@H](C)[C@@H](CN(C)S(=O)(=O)c2ccccc2F)OCc2cn(nn2)CCCC1=O	-0.5
CC(C)NC(=O)N(C)C[C@@H]1Oc2ncc(C#CCC3CCCC3)cc2C(=O)N([C@@H](C)CO)C[C@H]1C	-0.1
O=C(c1cccc(F)c1)N1CC[C@H]2[C@H](CO)Nc3ccc(-c4ccc(F)cc4)cc3[C@H]21	-2.0
OC[C@@H]1[C@H](c2ccc(C#Cc3ccccc3F)cc2)[C@H]2CN(CC3CCOCC3)CCCCN12	-7.9
C[C@H](CO)N1C[C@H](C)[C@H](CN(C)CC2CC2)Oc2ncc(-c3cccc(C(=O)N(C)C)c3)cc2C1=O	-0.2
C[C@H](C(=O)N(C)C[C@@H]1OCc2ccccc2-c2ccccc2C(=O)N([C@H](C)CO)C[C@H]1C)c1ccccc1	2.0
O=C(C[C@@H]1C=C[C@H](NC(=O)Nc2ccccc2F)[C@H](CO)O1)NCc1ccc(F)cc1	2.6
O=C(C[C@H]1C=C[C@H](NC(=O)NC2CCCCC2)[C@@H](CO)O1)NCc1ccc(F)cc1	4.6
Cc1noc(C)c1NC(=O)N(C)C[C@H]1Oc2ccc(NC(=O)Nc3ccccc3)cc2C(=O)N([C@H](C)CO)C[C@H]1C	4.0
CO[C@H]1CC[C@@H]2CCN(C)C(=O)[C@H](C)[C@@H](OC)CN(C)C(=O)c3cc(C#N)ccc3OC[C@@H]1O2	-2.1
C[C@@H]1CCCCO[C@@H](CN(C)S(=O)(=O)c2ccccc2)[C@H](C)CN([C@@H](C)CO)C(=O)c2cc(NS(=O)(=O)c3ccc(F)cc3)ccc2O1	0.5
CN(C)CCCNC(=O)C[C@H]1CC[C@@H]2[C@H](COC[C@H](O)CN2CC2CCCC2)O1	0.7
COc1cccc(-c2ccc3c(c2)[C@@H]2[C@@H](CCN2C(=O)Cc2ccccc2)[C@H](CO)N3)c1	-0.5
C[C@H]1CN([C@@H](C)CO)C(=O)Cc2cc(NC(=O)Nc3cccc4ccccc34)ccc2O[C@@H]1CN(C)Cc1ccccc1	-2.8
C/C=C/c1ccc([C@H]2[C@@H](CO)N3CCCCN(S(=O)(=O)c4ccc(F)cc4)C[C@@H]23)cc1	-1.8
C[C@@H]1CN([C@@H](C)CO)C(=O)Cc2cc(NC(=O)C3CC3)ccc2O[C@H]1CN(C)Cc1ccc(C(F)(F)F)cc1	0.8
C[C@@H]1CCCCO[C@H](CN(C)C(=O)Nc2ccc3c(c2)OCO3)[C@@H](C)CN([C@@H](C)CO)C(=O)c2cc(N(C)C)ccc2O1	1.5
CO[C@@H]1CN(C)C(=O)c2ccc(NC(=O)c3ccc4c(c3)OCO4)cc2OC[C@@H](C)N(CC2CC2)C[C@H]1C	3.6
C[C@H]1CN([C@@H](C)CO)C(=O)c2cc(NC(=O)NC3CCCCC3)ccc2O[C@@H]1CN(C)C(=O)NC1CCCCC1	0.7

Compounds from the list above that contain an aryl methoxy group:
SMILES	BioA inh
COc1ccc(S(=O)(=O)N(C)C[C@@H]2Oc3ncc(-c4cccc(OC)c4)cc3C(=O)N([C@H](C)CO)C[C@@H]2C)cc1	-6.4
COc1ccccc1-c1ccc([C@H]2[C@@H](CO)N3CCCCN(C(=O)c4cccnc4)C[C@@H]23)cc1	3.7
COc1ccc(OC(=O)N(C)C[C@H]2OCc3ccccc3-c3ccccc3C(=O)N([C@H](C)CO)C[C@@H]2C)cc1	1.1
COc1ccccc1C(=O)Nc1ccc2c(c1)C(=O)N(C)[C@H]1CC[C@H](CC(=O)NCc3ccc(Cl)c(Cl)c3)O[C@H]1CO2	0.0
CCC(=O)Nc1ccc2c(c1)C(=O)N(C)[C@@H]1CC[C@H](CC(=O)Nc3cccc(OC)c3)O[C@H]1CO2	10.8
COc1ccc(S(=O)(=O)Nc2ccc3c(c2)[C@H]2C[C@@H](CC(=O)NCC4CC4)O[C@H](CO)[C@H]2O3)cc1	-2.0
CCC(=O)N(C)C[C@@H]1Oc2ncc(-c3cccc(OC)c3)cc2C(=O)N([C@H](C)CO)C[C@@H]1C	4.1
COc1cccc(S(=O)(=O)N(C)C[C@H]2Oc3cc(C#CCN(C)C)ccc3S(=O)(=O)N([C@@H](C)CO)C[C@@H]2C)c1	-2.2
COc1ccc(NC(=O)Nc2ccc3c(c2)CC(=O)N([C@@H](C)CO)C[C@@H](C)[C@H](CN(C)S(=O)(=O)c2cn(C)cn2)O3)cc1	0.0
COc1cccc(-c2ccc3c(c2)[C@@H]2[C@@H](CCN2C(=O)Cc2ccccc2)[C@H](CO)N3)c1	-0.5
